IkB signaling = inhibitors of IkB signaling in ABC-DLBCL cells | ABC-DLBCL IkBa-CBG/CBR dual luciferase ratio, 4 h; response scale: scaled: untreated 0%, proteasome inhibitor 100% | hit rate 0.04% among 110,000 | Potency, µM (highest dose often 57.1 µM), for inactives: at the highest dose IkBa stabilization activation; active means well fitted curve in the direction sought with a large enough effect in the signal ratio, not every such curve was filed as active; inconclusive means small, poorly fitted or top-dose-only effect, or a change in a side signal; the % refers to the signal ratio;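 further: the direction sought is a rising ratio; 0% = basal untreated cells and 100% = reference inhibitor full response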
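In this assay, an IκBα–CBG68 fusion accumulates when IKK-driven degradation is blocked; native CBR normalizes for cell number. OCI-Ly3 cells were treated 4 h with compound and doxycycline, then green and red light read after Chroma-Glo addition.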
p53ts 39C tox = p53ts cell cytotoxicity, nonpermissive temperature; H1299-p53A138V viability at 39C, ATP luminescence, 24 h; Potency, µM (highest dose often 46.1 µM), inactives show top-dose activity change, negative = cell killing, actives largely listed as cytotoxic; hit rate 1.5% among 130,000; further: nearly all actives have a fitted effect of over 55% in size
p53ts 32C tox = p53ts cell cytotoxicity, permissive temperature; H1299-p53A138V at 32C, ATP luminescence viability, 24 h; AID 924; Potency, µM (doses to about 46.1 µM), without a hit: at the top dose activity change, negative = cytotoxicity, hits mostly cytotoxic; hit rate 0.93% among 130,000;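 further: 0% = DMSO and -100% = full killing by reference compound; nearly all actives have a fitted effect of over 55% in size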
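H1299-p53 A138V cells (temperature-sensitive p53) exposed 24 h to up to 46 uM compound at 32C, where p53 is wild-type in conformation. Viability read as ATP luminescence and normalised to DMSO and 100 uM tamoxifen. AC50 fitted with the Hill equation.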
Peg3 imprint = inducers of genomic imprint erasure in mouse ES cells; hit rate 0.02% among 110,000; mouse ES Peg3-LacZ reporter, beta-gal luminescence, 40 h; AID 1948; Potency, µM (top dose mostly 60.7 µM), for the others: at the top dose activity change, positive = activation, hits mostly activators;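 further: 0% = negative control wells on the plate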
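Each well holds 300 Peg3LacZ-Neo (maternal) female ES cells incubated 40 h at 37C, 5% CO2. LacZ is measured by BetaGlo luminescence, with AC50 and maximum efficacy derived from dose-response curves.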
Active calls of the source: *; ? = inconclusive; / = no result given; [ ] = remark or other dose. Unless noted, the call rests on the fitted dose curve; in most records, active means well fitted curve in the direction sought with a large enough effect; inconclusive means small, poorly fitted or top-dose-only effect, or another doubt; inactive means no such curve, though single readings can be large; an effect the other way counts as inactive or inconclusive. Unless noted, on the % scale 0 is the no-effect control and ±100 the full control effect; potency means the concentration at half of the fitted maximal effect.

1	N=c1c2c3c(sc2ncn1CCCN1CCOCC1)CCCCC3
2	CC(Oc1ccccc1F)C(=O)NCCN1CCCCC1 (centres undefined)
3	Cc1cccc(C)c1OCCCn1c(CCNC(=O)C2CCCCC2)nc2ccccc21
4	Cc1cccc(-c2nc(SCc3cc(=O)c4cccc(F)c4[nH]3)n[nH]2)c1
5	Cc1ccc(C)c(N2C(=O)N(Cc3cccc(C(F)(F)F)c3)c3ccccc3S2(=O)=O)c1
6	CCOc1cc(NC(=O)c2ccco2)c(OCC)cc1NC(=O)c1cc(OC)c(OC)c(OC)c1
7	Nc1ccccc1OCCOCCOc1ccccc1N
8	CCOc1ccc(S(=O)(=O)Nc2cccnc2)cc1
entry no.	1	2	3	4	5	6	7	8
IkB signaling	-3.7%	2.2%	?	?	?	?	-0.7%	0.1%
p53ts 39C tox	3%	2%	16µM*	-14%	-20%	0%	0%	14%
p53ts 32C tox	-1%	7%	?	30%[activator]	12%	1%	2%	0%
Peg3 imprint	-9%	2%	-17%[10.9 µM]	-2%[10.9 µM]	-4%[10.9 µM]	-1%	-8%	12%

9	Cn1cc(CCCC(=O)NCc2cccc(Br)c2)c2ccccc21
10	Cc1cccc(NC(=O)CSc2nc3ccccc3c3nc(CCc4c(C)n[nH]c4C)nn23)c1
11	CCCCNC(=S)NNC(=O)c1csc(C(C)C)c1
12	O=C(O)c1cc(-c2ccncc2)nc2ccc(F)cc12
13	O=C(CCCCCn1c(=O)[nH]c2ccccc2c1=O)NCc1ccc(Cl)cc1
14	CSC(=O)NC12CC3CC(CC(C)(C3)C1)C2
15	CCCCCCc1ccc(-c2ccc(C#N)cc2)cc1
16	c1ccc2c(c1)CCN(c1nc3ccccc3n3cnnc13)C2
entry no.	9	10	11	12	13	14	15	16
IkB signaling	-1.7%	-0.3%	/	1.0%	-1.6%	1.0%	-2.7%	?
p53ts 39C tox	-5%	-4%	0%	5%	-18%	3%	-9%	-16%
p53ts 32C tox	-4%	?	-1%	6%	6%	4%	4%[1.84 µM]	?
Peg3 imprint	-5%[10.9 µM]	-7%[10.9 µM]	/	-1%	3%[10.9 µM]	-12%	-4%	-18%

17	COc1ccc(NC(=O)c2cc3c(s2)-c2c(C)cccc2OC3)cc1Cl
18	CCCCn1c(=S)[nH]c2c(oc3ccc(Cl)cc32)c1=O
19	O=C(COC(=O)c1cccs1)NCc1ccc2c(c1)OCO2
20	Cc1sc(NC(=O)c2ccccc2)c(C(=O)N2CCN(C)CC2)c1C
21	COC(=O)[C@@H]1C[C@H]1[C@@H](N)c1ccccc1
22	CCC(C(=O)N1CCN(c2ccccc2)CC1)n1nc(C)c2sc3ccccc3c2c1=O (centres undefined)
23	CCOC(=O)Cn1c(C)nc2c(C(=O)OCC)sc(C)c2c1=O
24	CCCCn1cc2c(c1-c1ccccc1Br)c(=O)n(C)c(=O)n2C
entry no.	17	18	19	20	21	22	23	24
IkB signaling	-1.3%	?	0.9%	3.8%	/	?	-1.9%	?
p53ts 39C tox	?	-8%	-4%	6%	-1%	-14%	8%	-15%
p53ts 32C tox	-11%	16%	16%	-1%	-1%	-4%	-1%	21%
Peg3 imprint	-10%[10.9 µM]	0%	2%	-16%	-11%	-5%[10.9 µM]	-7%	10%[10.9 µM]

25	COc1cccc(OC)c1C(=O)N1CCN(Cc2ccc3c(c2)OCO3)CC1
26	Cn1c(=O)c2c(-c3ccccc3)n3c(c2n(C)c1=O)C(c1ccco1)Nc1ccccc1-3 (centres undefined)
27	N#CCCn1c(=O)c(-c2ccccc2)nc2cnc(N3CCNCC3)nc21
28	Cc1nccn1CCc1n[nH]c(=S)n1Cc1ccccc1
29	COc1ccc(-c2nc3ccccc3n2Cc2ccc(C(C)C)cc2)cc1
30	Cc1ccc(C(=O)NCC(=O)OCc2cc(=O)n3nc(C4CC4)sc3n2)cc1
31	CCN(CC)CCNC(=O)C(C(=O)c1ccccc1)n1ccccc1=O (centres undefined)
32	Cc1c(CN(C)C(=O)c2cc(-c3ccccc3)nc3ccc(Br)cc23)cnn1C
entry no.	25	26	27	28	29	30	31	32
IkB signaling	-0.3%	-2.7%	-0.2%[11.4 µM]	0.4%	?	-0.8%	-1.0%	?
p53ts 39C tox	-2%	2%	-16%	12%	18µM*	-6%	-6%	-16%
p53ts 32C tox	-2%	3%	0%	-4%	28%	4%	6%	-9%
Peg3 imprint	-14%	-17%[10.9 µM]	/	-8%	-16%[10.9 µM]	2%[10.9 µM]	3%	-12%[10.9 µM]

33	CC12CCC(C(=O)N(CSC(=S)N/N=C\c3ccccc3O)C1=O)C2(C)C (centres undefined)
34	O=S(=O)(NCc1ccc(F)cc1)c1ccc2[nH]c3c(c2c1)CCCCC3
35	Cc1occc1-c1nnc(SCC(=O)NCC2CCCO2)n1C (centres undefined)
36	Cc1cccc(NCc2ccccc2O)n1
37	CCc1ccc(NC(=O)Cn2c(=O)n(-c3ccc(Cl)c(Cl)c3)c(=O)c3c(C)c(C)sc32)cc1
38	O=C(OCc1cc2ccccc2[nH]c1=O)c1cccnc1
39	COc1cccc(N2CCN(C(=O)C(CCSC)NS(=O)(=O)c3ccc4c(c3)oc(=O)n4C)CC2)c1 (centres undefined)
40	O=C(Nc1ccc(O)cc1)C1CCCN1S(=O)(=O)c1ccc(F)cc1 (centres undefined)
entry no.	33	34	35	36	37	38	39	40
IkB signaling	/	?	-0.3%	-2.3%	4.9%	-3.5%	-0.4%	0.8%
p53ts 39C tox	4%	-3%	4%	-5%	20%	-5%	14%	-2%
p53ts 32C tox	-26%	14%	-3%	-1%	16%	4%	7%	2%
Peg3 imprint	/	-12%[10.9 µM]	-1%	0%	7%[10.9 µM]	4%	-14%[10.9 µM]	8%

41	Cc1ccsc1C(=O)OCC(=O)c1cc(C)n(CC2CCCO2)c1C (centres undefined)
42	CC1=C(C(N)=O)C(c2ccc(Cl)cc2Cl)n2ncnc2N1 (centres undefined)
43	COc1ccc(Cn2ccc3nc(C)c(C(=O)Nc4cc(C)cc(C)c4)cc3c2=O)cc1
44	O=C(Nc1ccc(Oc2ccccc2)cc1)C1CCCN(c2ncccn2)C1 (centres undefined)
45	COc1ccc(COC(=O)C2=C(C)NC(=O)CC2c2cccc(Cl)c2Cl)cc1 (centres undefined)
46	COc1ccc2c(c1)CC(C(=O)NCCN1CCN(c3cccc(Cl)c3)CC1)CO2 (centres undefined)
47	O=C(CNC(=O)c1ccc(F)cc1)OCc1cc(=O)n2ccsc2n1
48	CCn1c(/N=C/c2c[nH]c3ccccc23)nc2ccccc21
entry no.	41	42	43	44	45	46	47	48
IkB signaling	?	-0.8%	?	0.8%	-3.9%	?	-1.3%	17%
p53ts 39C tox	7.9µM*	-4%	-5%	-11%	-9%	-15%	-9%	-1%
p53ts 32C tox	5µM*	-1%	1%	-4%	15%	-7%	-3%	-6%
Peg3 imprint	-97%[inhibitor]	?	10%[10.9 µM]	-14%	-6%[10.9 µM]	-11%[10.9 µM]	5%[10.9 µM]	-10%

Gathered by group: the entries above containing an aryl thioether with sulfur outside any ring.
4	Cc1cccc(-c2nc(SCc3cc(=O)c4cccc(F)c4[nH]3)n[nH]2)c1
10	Cc1cccc(NC(=O)CSc2nc3ccccc3c3nc(CCc4c(C)n[nH]c4C)nn23)c1
35	Cc1occc1-c1nnc(SCC(=O)NCC2CCCO2)n1C (centres undefined)
entry no.	4	10	35
IkB signaling	?	-0.3%	-0.3%
p53ts 39C tox	-14%	-4%	4%
p53ts 32C tox	30%[activator]	?	-3%
Peg3 imprint	-2%[10.9 µM]	-7%[10.9 µM]	-1%

The list goes on:
49	CN(CCc1ccccn1)S(=O)(=O)c1ccc2c3c(cccc13)C(=O)N2
50	CC1=C(C(N)=O)C(c2cccc(O)c2)n2ncnc2N1 (centres undefined)
51	Cc1cc(NC(=O)c2noc3c2CCc2ccccc2-3)no1
52	N=C(N)c1ccc(N2CCN(C3CCN(CC(=O)O)CC3)CC2)cc1
53	CCCS(=O)(=O)NCCc1sc2nc(-c3ccc(F)cc3)nn2c1C
54	CC12CCC(C(=O)NCc3ccc4c(c3)OCO4)(OC1=O)C2(C)C (centres undefined)
55	Cc1cc(C)c2cc(C#N)c(SCC(=O)NCc3ccco3)nc2c1
56	COc1ccc(NC(=O)Cc2coc3cc(C)cc(C)c23)c(OC)c1
entry no.	49	50	51	52	53	54	55	56
IkB signaling	0.7%	?	-0.4%	/	?	1.8%	?	-1.3%
p53ts 39C tox	6%	?	5%	-5%	?	16%	35%[activator]	-19%
p53ts 32C tox	-5%	-7%	-3%	-1%	6%	9%	19%	-4%
Peg3 imprint	-7%	-6%[10.9 µM]	-13%	-2%	17%[10.9 µM]	-5%	-32%[inhibitor]	-13%[10.9 µM]

An excerpt of these results, with tabs.
nr	Molecule	IkB signaling	p53ts 39C tox	p53ts 32C tox	Peg3 imprint
53	CCCS(=O)(=O)NCCc1sc2nc(-c3ccc(F)cc3)nn2c1C	?	?	6%	17%[10.9 µM]
54	CC12CCC(C(=O)NCc3ccc4c(c3)OCO4)(OC1=O)C2(C)C (centres undefined)	1.8%	16%	9%	-5%

Continued.
57	CCOC(=O)c1c(C)[nH]c(C)c1S(=O)(=O)NCC(=O)NCc1ccccc1C
58	COc1ccc(CCNC(=O)CCCn2c(=O)c3ccccc3n(CC(=O)Nc3cc(Cl)ccc3C)c2=O)cc1OC
59	Cc1ccc2c(c1)nnn2C1CCN(CC(=O)N2CCN(c3ccc(F)cc3)CC2)CC1
60	CN1C(=O)N(c2cccc3ccccc23)C(n2cncn2)C1(C)C (centres undefined)
61	COc1ncc2nc(-c3ccc(Cl)cc3)c(=O)n(C)c2n1
62	CNC(=O)C1CCC(Cn2c(=O)c3sccc3n(CC(=O)N3CCCCC3C)c2=O)CC1 (centres undefined)
63	COc1cccc(C(=O)N(Cc2cccc(Cl)c2)Cc2ccco2)c1
64	O=C(c1csnn1)N1CCC2(CC1)CCN(c1cccc(-c3ccccc3)c1)CC2
entry no.	57	58	59	60	61	62	63	64
IkB signaling	-0.6%	-1.6%	1.1%	13%	0.3%[11.4 µM]	-1.3%	?	1.0%[11.4 µM]
p53ts 39C tox	-11%	13µM*	-11%	10%	0%	10%	0%	-9%
p53ts 32C tox	-1%	?	0%	7%	-4%	3%	19%	5%
Peg3 imprint	-5%[10.9 µM]	-1%[10.9 µM]	-11%	-7%	2%	7%[10.9 µM]	-7%[10.9 µM]	/

65	Cc1nnc(SCc2cnc(-c3ccc(C(C)C)cc3)s2)n1C
66	Cc1c(C)n(C)c2ccc(C(=O)NCCCN3CCCCC3C)cc12 (centres undefined)
67	CC(=O)NCCC(=O)Nc1ccc(C)c(F)c1
68	Cc1ccccc1OC(=O)CSc1nnc(-c2ccc3c(c2)OCO3)o1
69	O=C1COc2cccnc2N1
70	COc1ccc(N2CCN(CC(=O)Nc3c(C)cc(C)cc3C)CC2)cc1
71	Cc1cc(OCC(=O)N(Cc2ccc(N(C)C)cc2)Cc2ccco2)cc(C)c1Cl
72	COc1ccc(N2CC(NC(=O)Cc3cccs3)CC2=O)cc1 (centres undefined)
entry no.	65	66	67	68	69	70	71	72
IkB signaling	-0.6%	-1.6%	0.1%	-2.3%	1.7%	?	?	0.6%
p53ts 39C tox	2µM*	-4%	-11%	11%	2%	0%	12%	-22%
p53ts 32C tox	1.6µM*	-3%	1%	2%	-4%	-4%	2%	-13%
Peg3 imprint	-14%	9%[10.9 µM]	1%	-7%[10.9 µM]	-4%	-16%	-7%[10.9 µM]	3%[10.9 µM]

73	CCCc1ccc(OCCNC(=O)CC)cc1
74	COc1ccc(CNc2oc(/C=C/c3cc(OC)c(OC)c(OC)c3)nc2C#N)cc1
75	O=C(O)c1cccc(CSc2ncccn2)c1
76	CCc1nnc(NC(=O)CSc2nnc3ncccn23)s1
77	COc1ccc2[nH]cc(CCNc3ncncc3-c3ccccc3OC)c2c1
entry no.	73	74	75	76	77
IkB signaling	-2.2%	?	6.7%	-0.4%	3.3%[11.4 µM]
p53ts 39C tox	-10%	-24%	-6%	-4%	-1%
p53ts 32C tox	-7%	4%	9%	4%	8%
Peg3 imprint	-21%	7%[10.9 µM]	-55%[inhibitor]	-11%	-19%

Random draw from the library; about 1.8% have a hit in one of these screens.
